Neddylation inh – cullin neddylation inhibition; P61081+Q13564; TR-FRET cullin neddylation, biochemical; calls only at 25 µM; 360,000 compounds, 0.58% hits; in the data active means inhibition above about 36%
Target sequence (P61081 whole entry, looked up): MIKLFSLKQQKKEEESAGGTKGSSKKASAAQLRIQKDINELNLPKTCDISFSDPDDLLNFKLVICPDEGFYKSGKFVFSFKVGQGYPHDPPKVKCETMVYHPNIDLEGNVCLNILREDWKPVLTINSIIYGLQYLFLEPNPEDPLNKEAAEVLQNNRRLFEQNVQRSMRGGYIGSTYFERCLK
Target sequence (Q13564 whole entry, looked up): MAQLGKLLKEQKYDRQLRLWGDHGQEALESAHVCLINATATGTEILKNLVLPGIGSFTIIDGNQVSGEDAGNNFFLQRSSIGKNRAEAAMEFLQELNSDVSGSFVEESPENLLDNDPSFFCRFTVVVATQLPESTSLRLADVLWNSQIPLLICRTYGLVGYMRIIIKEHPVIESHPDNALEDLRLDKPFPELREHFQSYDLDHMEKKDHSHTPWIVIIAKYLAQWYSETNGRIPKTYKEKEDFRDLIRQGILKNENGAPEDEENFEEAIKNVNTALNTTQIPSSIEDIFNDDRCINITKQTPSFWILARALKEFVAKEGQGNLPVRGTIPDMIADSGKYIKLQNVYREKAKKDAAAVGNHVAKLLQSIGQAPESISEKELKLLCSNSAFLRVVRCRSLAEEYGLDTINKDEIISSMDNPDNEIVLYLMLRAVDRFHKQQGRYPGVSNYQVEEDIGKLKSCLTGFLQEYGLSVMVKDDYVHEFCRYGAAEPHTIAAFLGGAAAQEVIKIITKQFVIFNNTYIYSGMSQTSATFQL
LMPTP inh – LMPTP (human) inhibition. P24666. recombinant LMPTP-A, OMFP fluorogenic substrate, fluorescence intensity. inhibition, % at 20 µM. 360,000 compounds, 0.22% hits. AID 651560;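 active means compounds that cut the enzyme signal by at least half of the control window in the single-dose screen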;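 further: plate controls were DMSO wells with enzyme plus substrate for no effect and substrate without enzyme for full effect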
Target sequence (P24666 whole entry, looked up): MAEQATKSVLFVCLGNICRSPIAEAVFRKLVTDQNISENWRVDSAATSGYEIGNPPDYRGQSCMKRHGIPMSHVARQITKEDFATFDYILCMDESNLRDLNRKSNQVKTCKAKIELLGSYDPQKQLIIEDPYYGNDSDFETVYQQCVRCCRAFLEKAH
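Test system: LMPTP-A phosphatase enzyme; input: 0.625 nM LMPTP-A final; reagent: OMFP substrate, 400 µM final; compound dosing: 20 µM single dose, 3% DMSO; incubation: 50 min dark incubation at room temperature; measured by: endpoint fluorescence intensity from OMFP dephosphorylation; measure: % inhibition relative to no-enzyme and uninhibited control wells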
CendR NRP1 mod – NRP-1/CendR interaction modulation; AID 602438; FAM-RPARPAR peptide binding to NRP-1, fluorescence polarization; O14786; 360,000 compounds, 0.85% hits; inhibition, % at 25 µM;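 active means inhibition or corrected inhibition above about 18%, plus a signal ratio from 0.5 to 1.5, limit read from the data, passing the limit was not always enough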; further: strong numbers were not always called active
STEP inh – inhibitors of human striatal-enriched phosphatase STEP; P54829; inhibition, % at 20 µM; recombinant STEP, OMFP fluorogenic substrate, fluorescence; 360,000 compounds, 0.25% hits;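 active means inhibition at 20 µM, scaled per plate between control wells, above about 37%, limit read from the data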;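 further: 0% = DMSO with enzyme and substrate and 100% = substrate only without enzyme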
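System: STEP (striatal-enriched tyrosine phosphatase) enzyme, cell-free; medium: Bis-Tris pH 6.0 buffer with DTT, detergent; dosing: 20 µM, 1% DMSO; times: reaction 20 min, ambient temperature; detection: fluorescence, 480/540 nm; read-out basis: normalized % inhibition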
NadD inh – blocks S. aureus nicotinate mononucleotide adenylyltransferase | 360,000 compounds, 0.78% hits | purified NadD enzyme, colorimetric absorbance read-out | inhibition, % at 20 µM; in the data active means inhibition above about 26%; further: some compounds past the cut are filed as inactive
SUMO1 PPI mod – SUMO1-SIM interaction modulation; AID 602429; inhibition, % at 20 µM; 360,000 compounds, 0.33% hits; P63165; SUMO1 binding to a labelled peptide, TR-FRET, 1 h; in the data active means inhibition above about 37%
Target sequence (P63165 whole entry, looked up): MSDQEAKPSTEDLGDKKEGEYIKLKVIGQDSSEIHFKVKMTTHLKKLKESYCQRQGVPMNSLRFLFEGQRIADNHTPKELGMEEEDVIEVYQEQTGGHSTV
DNMT1 block – DNMT1 (human) enzyme inhibition; P26358; 360,000 compounds, 0.83% hits; DNMT1 molecular beacon, Hinp1I cleavage, fluorescence; AID 588458; inhibition (reported as % activation of signal), % at 10 µM; in the data active means inhibition above about 50%
TbMetRS inhib – blocks T. brucei methionyl-tRNA synthetase activity. inhibition, % at 11.9 µM. purified T. brucei MetRS, ATP depletion, Kinase-Glo luminescence. 360,000 compounds, 0.4% hits;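 active means inhibition above a per-plate cutoff of the control wells' mean inhibition plus 3 SD, cut at about 5.5% in these data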;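 further: 0% = DMSO wells median and 100% = median of wells with control inhibitor compound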
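assay system = parasite MetRS enzyme | timing = 15 min preincubation, 2 h reaction, all 25 °C | evaluation = percent inhibition relative to median high and low control wells | medium = HEPES buffer containing pyrophosphatase, BSA, spermine, DTT | compound = single dose, 11.9 µM final nominal, 0.9% final DMSO | detection = Kinase-Glo luminescence, ATP depletion format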
SKN-1 block – blocks SKN-1 activity in C. elegans; C. elegans VP596 Pgst-4::GFP/RFP ratio, acrylamide-induced, 24 h; inhibition, % at 21.8 µM; 360,000 compounds, 0.49% hits; AID 624304;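 active means interference check ratio from 0.5 to 1.5 plus GFP to RFP signal ratio inhibition reaching or exceeding a fixed threshold, cut at about 30% in these data, passing the limit was not always enough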; further: some compounds called inactive have numbers as strong as hits
Scp-1 inhibitor – Scp-1 (human) phosphatase inhibition | Q9GZU7 | Recombinant Scp1, phosphopeptide, malachite green phosphate absorbance | inhibition, % at 20 µM | 340,000 compounds, 0.88% hits;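 active means inhibition above about 50% at 20 µM, limit read from the data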;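 further: plate controls were DMSO wells with enzyme for no effect and wells lacking enzyme for full effect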
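assay system = SCP-1 phosphatase catalytic domain, residues 76-261 | buffer or medium = 50 mM Tris acetate pH 5.5, 0.005% Tween-20, 10 mM MgCl2 | incubation = enzyme reaction 45 min at room temperature, colour 5 min, stabilisation 30 min | signal = Phosphate-binding colour reagent, absorbance read at 630 nm | measure = % inhibition at 20 µM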
* marks the source's active call; other numbers are inactive results; i = inactive; · = not tested or not shown.

SMILES	Neddylation inh	LMPTP inh	CendR NRP1 mod	STEP inh	NadD inh	SUMO1 PPI mod	DNMT1 block	TbMetRS inhib	SKN-1 block	Scp-1 inhibitor
Cc1cc(Cl)ccc1C(=O)C1CCCN(C(=O)c2cccc(N3CCCC3=O)c2)C1 (stereo unspecified)	i	0.4	8	3	1	7	1	0.6	4	-9
CC(=O)Nc1ccc(S(=O)(=O)N2CCN(c3nnnn3-c3ccccc3)CC2)cc1	i	-0.1	-4	3	-3	8	0	-1.0	-1	-4
CC(C)N(C(=O)COC(=O)CCC(=O)c1cccs1)c1ccccc1	i	-0.7	2	-2	-8	0	-1	-0.5	-4	2
COC(=O)c1c(C)oc2ccc(OC(=O)N3CCOCC3)cc12	i	0.2	10	1	3	1	0	-0.2	20	-2
CC(C)(C)C(=O)OCc1nc(-c2ccc(C(F)(F)F)cc2)cs1	i	2.5	20	4	3	-13	4	-0.5	-19	-14
COC(=O)c1cc(S(=O)(=O)NCCc2cccc(C)c2)cn1C	i	0.1	2	3	-4	3	5	-0.6	-16	9
CCc1nnc(NC(=O)C2CCCN2C(=O)NC2CCCCC2)s1 (stereo unspecified)	i	-1.3	12	-3	0	-1	0	-0.9	4	2
Cc1cc2cc3c(=O)[nH]c(=O)nc-3n(CC(O)C(O)C(O)CO)c2cc1C (stereo unspecified)	·	-0.7	25*	4	-3	-39	-6	-0.4	1	-5
O=S(=O)(Nc1nc2ccccc2nc1NCCN1CCOCC1)c1cccc(Cl)c1	i	-2.1	9	-3	-2	1	0	0.0	-18	-5
Cc1ccc(COC(=O)CCN=C2NS(=O)(=O)c3ccccc32)cc1	i	0.4	4	0	-1	-2	-3	-0.4	2	-7
O=C(NNC(=O)C1CCCCC1)c1cnccn1	i	-1.6	-6	-1	-6	1	-4	-0.8	-7	-9
CCOc1ccc(CCNS(=O)(=O)c2ccc3c(c2)NC(=O)CC(=O)N3)cc1OCC	i	0.7	9	1	2	-4	3	-0.4	1	0
O=C(Nc1ccn(Cc2cccc3ccccc23)n1)c1cccnc1	i	-0.6	4	-2	-2	-3	5	-0.5	3	-4
COc1ccc(C2CC(=O)c3cnc(NC(=O)c4cccc(OC)c4)nc3C2)cc1 (stereo unspecified)	i	0.5	-14	4	9	-1	-7	0.4	22	2
Cc1[nH]n(-c2ccccc2)c(=O)c1N=Nc1ccc2c(c1)OCO2	i	1.6	0	4	-5	-12	-3	0.0	8	-13
COc1ccc(C2(CNC(=O)Cc3ccc(OC)c(OC)c3)CCOCC2)cc1	i	-2.0	6	-3	-6	-3	2	0.1	10	-8
COc1ccc(C(=O)Nc2ccc(C(=O)N3CCCCC3C)cc2)c(OC)c1OC (stereo unspecified)	i	-6.5	-1	-2	0	3	-1	0.1	6	-6
CC1C(=O)C(C)C(c2cc(Cl)ccc2O)NC1c1cc(Cl)ccc1O (stereo unspecified)	i	2.6	-3	-5	-9	5	-13	0.0	-8	3
CC(C)(C)C(=O)Cn1ncc(NC2CC2)c(Br)c1=O	i	-1.3	-11	-1	-7	-4	-1	-0.2	-5	-4
COc1ccc(/C=C2\COc3ccccc3C2=O)cc1OC	i	1.9	-10	1	-6	-4	-3	0.2	8	-9

Quoted from the results shown, 15 compounds:
SMILES	Neddylation inh	LMPTP inh	CendR NRP1 mod	STEP inh	NadD inh	SUMO1 PPI mod	DNMT1 block	TbMetRS inhib	SKN-1 block	Scp-1 inhibitor
CC(C)N(C(=O)COC(=O)CCC(=O)c1cccs1)c1ccccc1	i	-0.7	2	-2	-8	0	-1	-0.5	-4	2
COC(=O)c1c(C)oc2ccc(OC(=O)N3CCOCC3)cc12	i	0.2	10	1	3	1	0	-0.2	20	-2
CC(C)(C)C(=O)OCc1nc(-c2ccc(C(F)(F)F)cc2)cs1	i	2.5	20	4	3	-13	4	-0.5	-19	-14
COC(=O)c1cc(S(=O)(=O)NCCc2cccc(C)c2)cn1C	i	0.1	2	3	-4	3	5	-0.6	-16	9
CCc1nnc(NC(=O)C2CCCN2C(=O)NC2CCCCC2)s1 (stereo unspecified)	i	-1.3	12	-3	0	-1	0	-0.9	4	2
Cc1cc2cc3c(=O)[nH]c(=O)nc-3n(CC(O)C(O)C(O)CO)c2cc1C (stereo unspecified)	·	-0.7	25*	4	-3	-39	-6	-0.4	1	-5
O=S(=O)(Nc1nc2ccccc2nc1NCCN1CCOCC1)c1cccc(Cl)c1	i	-2.1	9	-3	-2	1	0	0.0	-18	-5
Cc1ccc(COC(=O)CCN=C2NS(=O)(=O)c3ccccc32)cc1	i	0.4	4	0	-1	-2	-3	-0.4	2	-7
O=C(NNC(=O)C1CCCCC1)c1cnccn1	i	-1.6	-6	-1	-6	1	-4	-0.8	-7	-9
CCOc1ccc(CCNS(=O)(=O)c2ccc3c(c2)NC(=O)CC(=O)N3)cc1OCC	i	0.7	9	1	2	-4	3	-0.4	1	0
O=C(Nc1ccn(Cc2cccc3ccccc23)n1)c1cccnc1	i	-0.6	4	-2	-2	-3	5	-0.5	3	-4
COc1ccc(C2CC(=O)c3cnc(NC(=O)c4cccc(OC)c4)nc3C2)cc1 (stereo unspecified)	i	0.5	-14	4	9	-1	-7	0.4	22	2
Cc1[nH]n(-c2ccccc2)c(=O)c1N=Nc1ccc2c(c1)OCO2	i	1.6	0	4	-5	-12	-3	0.0	8	-13
COc1ccc(C2(CNC(=O)Cc3ccc(OC)c(OC)c3)CCOCC2)cc1	i	-2.0	6	-3	-6	-3	2	0.1	10	-8
COc1ccc(C(=O)Nc2ccc(C(=O)N3CCCCC3C)cc2)c(OC)c1OC (stereo unspecified)	i	-6.5	-1	-2	0	3	-1	0.1	6	-6

(list continues)
SMILES	Neddylation inh	LMPTP inh	CendR NRP1 mod	STEP inh	NadD inh	SUMO1 PPI mod	DNMT1 block	TbMetRS inhib	SKN-1 block	Scp-1 inhibitor
CCC(C(=O)NCc1cccnc1)c1ccccc1 (stereo unspecified)	i	-0.7	-3	-1	-3	-9	2	-0.1	-7	-10
CN(C)c1ncc(C2=C(Cl)C(=O)C(N3CCCC3)=C(Cl)C2=O)s1	i	14	15	7	25	35	69*	-0.5	4	18
Cc1onc(-c2ccccc2Cl)c1C(=O)OCn1nnc2ccccc2c1=O	i	0.8	-2	-1	0	-1	-7	-0.1	-1	-13
CC(C)(C)c1ccc(-c2nnc(SC3CCOC3=O)n2Cc2ccccc2)cc1 (stereo unspecified)	i	0.1	16	1	11	-2	1	-1.1	8	3
CC(C)(C)OC(=O)N(CCc1ccccc1)Cc1ccc(OCc2cccc(NC(=O)/C=C/c3ccccc3)c2)cc1	i	2.9	3	0	4	5	7	-0.8	-3	-21
Cn1c(/C=N/c2nc3ccccc3[nH]2)nc2ccccc21	i	0.3	-2	-1	0	-1	2	-0.2	2	-6
COc1ccc2[nH]cc(/C=C/c3cc[n+](C)cc3)c2c1	i	3.7	-188	-2	20	-60	-6	-0.1	-2	58*
Cc1cnc(C=NNC(N)=S)c2cccc(N)c12	i	86*	26*	97*	61*	107*	114*	-0.1	2	84*
COc1cc(/C=N/NC(=O)c2nnn(-c3nonc3N)c2C)ccc1OCc1ccc(Cl)cc1	·	20	-13	8	16	4	58*	0.1	4	·
O=C(NC1CCCCC1)C1CCN(S(=O)(=O)N2CCOCC2)CC1	i	-1.3	-12	3	2	-1	3	-0.7	6	14
CC1CN(C(=O)N2CCOCC2)CCN1C(=O)N1CCOCC1 (stereo unspecified)	i	-0.9	-5	-1	-1	-8	3	-0.7	-6	1
O=C(CC(=O)NN=Cc1ccc2c(c1)CCC2)NN=Cc1ccc2c(c1)CCC2	i	0.2	-3	-1	24	28	39	-0.3	-14	0
CCOC(=O)c1c(Cc2ccccc2)c[nH]c1C	i	0.4	-7	0	-2	3	1	-0.1	8	-4
CC(C)CNC(=O)COC(=O)c1c2c(nc3ccccc13)CCC2	i	0.2	-1	3	3	-8	3	0.1	11	15
CCOc1ccccc1OCCOCCN1CC(C)OC(C)C1 (stereo unspecified)	i	-2.1	-1	0	-2	-2	-1	0.0	17	-4
COc1ccc2c(C#CCCO)c(-c3ccc(S(C)(=O)=O)cc3)sc2c1	·	-1.8	20	-5	-10	-4	-10	-0.7	8	-6
Cc1c(NC(=O)C(C)N2C(=O)c3ccccc3C2=O)c(=O)n(-c2ccccc2)n1C (stereo unspecified)	i	-0.7	-14	-2	0	3	1	-0.8	2	2
Cc1cc(C)nc(NC(=S)Nc2ccc(Br)cc2Cl)c1	i	-0.8	6	2	-3	0	11	-0.5	7	-6
N#CCCn1cc(C(=O)Nc2ccc(C(=O)O)cc2)c(-c2cccs2)n1	i	0.3	0	-3	0	5	0	-0.2	13	-7
COC(=O)c1[nH]c2cc(OC)ccc2c1NC(=O)CN1CCC(C(N)=O)CC1	i	-1.1	4	-2	-2	-2	0	0.6	-9	-3
COc1ccc(C(=O)N/N=C\c2coc3ccc(C)cc3c2=O)cc1	i	-0.3	-2	2	2	8	3	0.0	0	3
CC(=O)c1sc(C(C)(C)C)cc1NC(=O)CCC(=O)O	i	-1.1	-4	0	4	-6	1	0.3	-5	-1
CCOc1ccc(NC(=O)CN(C)C(=O)c2c(C)noc2C)cc1OCC	i	-0.8	4	3	-2	0	-2	0.3	6	-6
CCn1c(NC(=O)Nc2cccc(C)c2C)cc2sccc21	i	2.2	-50	-4	21	-4	-34	-0.9	18	10
Cc1ccc(CN2CCN(Cc3ccon3)CC2CCO)cc1 (stereo unspecified)	i	-1.0	8	-2	0	5	2	-1.4	0	-5
CC(=O)N1c2ccc(S(=O)(=O)N3CCCC3C(=O)Nc3ccc(C)cc3)cc2CC1C (stereo unspecified)	i	0.0	0	-2	3	1	-1	-0.8	-6	-4
COC(=O)C(Cc1ccc(O)cc1)NC(=O)CCC(=O)Nc1ccc(S(N)(=O)=O)cc1 (stereo unspecified)	i	-1.1	1	2	-2	5	3	-2.8	-30	13
CC(=O)Nc1ccc(NC(=O)CCn2cnnn2)cc1	i	-1.1	-1	2	-1	3	-1	0.0	3	-9

Rows were taken by chance; 4.6% or so of the library scored in one or more.
